Bioassay records as filed in PubChem.
XIAP antagonists: small molecules displacing peptide from XIAP – biochemical, IAP family, fluorescence polarization (AID 1018); 200,000 compounds, 0.007% hits; displacement, % at 20 µM; hits with a dose series show IC50 in µM; XIAP BIR domain, fluorescence polarization peptide displacement; higher % means a stronger effect; in the data active means displacement above about 50%; further: a part of the inactive calls stands beside numbers as strong as those of hits
SIAH1 antagonists: blockers of Siah-1 interaction with plectin peptide – biochemical, fluorescence polarization, rhodamine-plectin, uHTS, primary screen (AID 1817); Siah-1 / rhodamine-plectin peptide fluorescence polarization; higher % means a stronger effect; displacement, % at 20 µM; hits with a dose series show IC50 in µM; 290,000 compounds, 0.02% hits;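 active means displacement of at least 50% at 20 µM, with a fluorescence ratio check between 0.3 and a set limit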;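 further: plate controls were Siah plus tracer with DMSO for no effect and tracer alone without Siah for full effect; strong numbers were not always called active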
PMI inhibition: MPI inhibition at elevated mannose 6-phosphate – biochemical, fluorescence intensity, high mannose 6-phosphate, primary screen (AID 1220); 190,000 compounds, 0.66% hits; recombinant PMI enzyme, coupled fluorescence intensity; higher % means a stronger effect; inhibition, % at 20 µM, or IC50 in µM where a hit was titrated
UTI89 phage lysis: protection from phage-mediated lysis, alamar blue read-out – E. coli UTI89, K1F phage, bacterial capsule biogenesis inhibitors (AID 488966); 340,000 compounds, 0.02% hits; one-dose inhibition, % at 100 µM; IC50 in µM for titrated hits; E. coli UTI89 K1F phage lysis, alamar blue, 2 h; higher % means a stronger effect;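 active means phage lysis inhibition, versus mean bacterial control, above a set limit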;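 further: capsule biogenesis inhibitors block K1F phage lysis so surviving cells raise fluorescence; higher fluorescence means more inhibition of phage lysis; actives were called in the ten point dose series up to 300 µM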
M1AAP inhibition: P. falciparum M1AAP inhibitors, biochemical, fluorogenic H-Leu-NHMec substrate, 1536-well (AID 1445); recombinant M1AAP, H-Leu-NHMec fluorogenic kinetic assay; higher % means a stronger effect; inhibition, % at 30 µM, or IC50 in µM where a hit was titrated; 220,000 compounds, 0.42% hits;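 active means primary inhibition above the hit cutoff, then over 50% inhibition at one or more dose response concentrations, cut at about 23% in these data, passing the limit was not always enough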;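 further: plate controls were DMSO full reaction for no effect and no enzyme background for full effect; strong numbers were not always called active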
M17LAP inhibition: P. falciparum M17LAP inhibitors, primary screen, biochemical, fluorogenic H-Leu-NHMec substrate, 1536-well (AID 1619); one-dose inhibition, % at 30 µM; IC50 in µM for titrated hits; 220,000 compounds, 0.38% hits; recombinant M17LAP, H-Leu-NHMec fluorogenic kinetic assay; higher % means a stronger effect;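 active means compound inhibiting the enzyme by more than half at any dose during confirmatory dose-response retesting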;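 further: plate controls were full reaction with DMSO carrier for no effect and no enzyme background for full effect; strong numbers were not always called active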
TNAP activators: stimulation of alkaline phosphatase TNAP activity – biochemical, luminescent, no phosphate acceptor, uHTS, primary screen (AID 1001). activation fold at 20 µM; hits with a dose series show EC50 in µM. 200,000 compounds, 0.03% hits. purified TNAP, luminescent activation assay, no phosphate acceptor; higher activation fold means a stronger effect; in the data active means activation fold from about 3, or a potency from the dose series; inactive means the rest, 99 in 100 with activation fold below about 1.6; further: many of its hits are not listed in these tables
PMI inhibitors: inhibitors of human PMI, primary screen, biochemical, fluorescence intensity, coupled assay (AID 1209); purified PMI enzyme, coupled fluorescence intensity; higher % means a stronger effect; inhibition, % at 20 µM; hits with a dose series show IC50 in µM; 190,000 compounds, 0.42% hits;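 further: plate controls were DMSO vehicle for no effect and wells lacking substrate for full effect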
Lipid droplet: modulators of hepatic lipid droplet formation. AML12 mouse hepatocytes, oleate lipid droplets, BODIPY imaging. inhibition, % at 6.5 µM. 240,000 compounds, 0.4% hits. AID 1656;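 active means lipid droplet intensity inhibited by at least 50%, with more than 500 cells counted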
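Assay system: AML12 hepatocytes (mouse); Probe or stimulus: oleic acid at 100 µM to induce lipid droplet formation; Dosing: compound at 6.5 µM only; Schedule: compound with oleate, overnight; Detection: fluorescence imaging, 20x objective, two fields per well; Measure: % inhibition of lipid droplet signal.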
Lipid droplet cells 6.5 µM: recorded beside Lipid droplet, whose call it bears; cell count; measured here: cell count, cytotoxicity flag;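 cells counted across two imaged fields per well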
Starred values were filed as active, the others as inactive; i = inactive; nt = not tested or not shown; [ ] = dose if it differs, or a comment. Unless noted, no stated cut-off is given here; in the data, active means inhibition above about 50%; inactive means the rest. Hits appear at their usual frequency; overall some 1.9% were active at least once.

SMILES | XIAP antagonists | SIAH1 antagonists | PMI inhibition | UTI89 phage lysis | M1AAP inhibition | M17LAP inhibition | TNAP activators | PMI inhibitors | Lipid droplet | Lipid droplet cells 6.5 µM
Cn1cnnc1SCC(=O)c1ccco1 | -1.2% | -2% | -4% | -0.2% | -7% | -3% | 1.1 | -12% | nt | nt
CCOC(=O)c1c(C)[nH]c(C(=O)NCc2ccco2)c1C | 0.4% | 3% | -5% | nt | 0% | 2% | 1.1 | 4% | 3 | 696
COc1cc(C(=O)Oc2cccc(C=O)c2)cc(OC)c1OC | -5.0% | -1% | -5% | 1.7% | 13% | 6% | 1.1 | 4% | 9 | 846
COC(=O)c1[nH]nc2c1C(=O)N(C1CCCCC1)C2=O | -0.3% | 5% | 2% | 0.7% | 0% | 3% | 1 | 2% | nt | nt
CC1CC(C)CN(CCCNC(=O)COc2cc(=O)n(C)c3ccccc23)C1 (stereo not given) | -4.9% | 1% | 2% | -0.3% | 2% | -2% | 1.1 | 7% | -4 | 752
CC/C(=N\O)c1ccc(O)c(OC)c1 | -3.3% | 2% | -3% | 3.5% | 3% | -5% | 1.1 | 0% | nt | nt
COc1cc2c(cc1OC)CN(C(=O)c1cccs1)CC2 | -3.5% | 0% | 9% | -0.1% | 8% | 8% | 1.1 | 6% | nt | nt
CCOc1ccccc1CN1CCN(C2CCN(c3ccccc3F)CC2)CC1CCO (stereo not given) | -3.2% | 4% | -5% | 0.2% | 3% | -3% | 1.1 | 2% | -32 | 685
COc1cc(OC)cc(C(=O)N2CCN(Cc3ccccc3[N+](=O)[O-])CC2)c1 | -7.7% | 9% | 16% | -1.7% | 4% | 1% | 1.1 | 25% | 0 | 666
Cc1ccc([N+](=O)[O-])cc1N=C(c1cccc([N+](=O)[O-])c1)N1CCOCC1 | -2.4% | 1% | -5% | 3.6% | 6% | 3% | 1.1 | -2% | nt | nt
COc1ccc(-c2nc(N)n(C(=O)c3ccco3)n2)cc1 | -6.6% | -2% | -2% | 0.4% | 4% | -23% | 0.8 | -1% | -1 | 727
CS(=O)(=O)N(CC(=O)NCc1ccccc1)C1CCCCC1 | -4.2% | 10% | -6% | 2.6% | -6% | 31% | 1.1 | -4% | 8 | 785
CN(C)C(=O)C1C2NC(=S)N(c3cccc(Cl)c3)C1(C)Oc1ccc(Cl)cc12 (stereo not given) | -2.9% | 9% | -7% | 0.1% | -7% | -10% | 1.3 | -17% | -36 | 709
O=C(CS(=O)c1ccc(C(F)(F)F)cc1[N+](=O)[O-])Oc1ccc(Cl)cc1 (stereo not given) | -0.9% | 1% | -1% | 0.0% | -3% | -6% | 1.1 | -3% | nt | nt
COc1cc(/C=C/C(=O)O)ccc1OCc1ccccc1C#N | -4.7% | 3% | 10% | 0.9%[50 µM] | 7% | 18% | 1.1 | 5% | -4 | 718
Cc1ccnc(NS(=O)(=O)c2ccc(Oc3ccccc3)cc2)c1 | 0.6% | 0% | 1% | 0.3% | 11% | 4% | 1 | 0% | -13 | 741
N#CCCN(Cc1ccccc1)C(=O)c1cccs1 | nt | -6% | nt | 0.0% | 1% | 4% | nt | nt | 1 | 728
O=C(Nc1ccccc1)C1=C(c2ccccc2)S(=O)(=O)CCS1(=O)=O | 0.6% | -8% | 9% | -1.6% | 4% | -18% | 1.1 | 6% | -1 | 689
N#CNC(=Nc1cccc(F)c1)SCc1cccc(F)c1 | -4.5% | 23% | 5% | -0.2% | 0% | 6% | 1 | -6% | -39 | 556
O=C(O)/C=C/c1ccc(S(=O)(=O)N2CCN(CCN3C(=O)C4C5C=CC(C5)C4C3=O)CC2)cc1 (stereo not given) | nt | 13% | nt | 0.1% | 7% | 6% | nt | nt | 1 | 713
Cc1cccc(C)c1Nc1nnc(SCC(=O)Nc2sccc2C#N)s1 | -4.3% | 14% | 17% | 0.0% | 6% | 6% | 1.1 | 5% | -35 | 609
Cc1nn(C)c2ncc(C(N)=O)c(Oc3cccnc3)c12 | nt | -2% | nt | 0.9% | 11% | 0% | nt | nt | 1 | 683
CC(C)CCNC(=O)NC(=O)CSc1nnc(COc2ccccc2Cl)o1 | -10% | 0% | 17% | 1.7% | 9% | 4% | 1.1 | 23% | 7 | 699
C#CCOCCOCCOCCNc1nc(N2CCN(C(=O)[C@H]([C@@H](C)CC)n3cc(CCCN=C(N)N)nn3)CC2)nc(N2CCN(C(=O)[C@H](Cc3ccc(O)cc3)n3cc(CCO)nn3)CC2)n1 | -8.6% | -6% | -25% | 1.6% | 12% | -2% | 1.1 | -24% | -2 | 726
Cc1ccc(NC(=O)CSc2ncn(-c3ccccc3)n2)cc1C | 1.0% | 6% | -7% | 0.7% | 3% | 3% | 1.1 | -3% | 11 | 688
Next entries:
SMILES | XIAP antagonists | SIAH1 antagonists | PMI inhibition | UTI89 phage lysis | M1AAP inhibition | M17LAP inhibition | TNAP activators | PMI inhibitors | Lipid droplet | Lipid droplet cells 6.5 µM
CS(=O)(=O)c1ccc(Cl)c(NC(=O)C2CC(=O)N(Cc3ccccc3)C2)c1 (stereo not given) | -5.8% | 3% | 12% | 1.2% | 5% | -6% | 1 | 13% | -1 | 808
O=C(CC1CC2CCC1C2)Nc1nc(-c2ccccn2)cs1 (stereo not given) | -3.1% | -6% | 26% | -1.0% | -2% | 4% | 1.4 | -2% | 2 | 706
CCN1CCN(C(=S)c2ccc(Cl)c(Cl)c2)CC1 | -2.4% | 6% | -5% | 0.2% | 10% | 8% | 1.1 | 0% | -2 | 758
COc1cccc(NS(=O)(=O)c2ccc3[nH]cc(C(=O)NCCN4CCOCC4)c(=O)c3c2)c1 | -7.0% | 4% | 5% | 0.3% | 12% | 2% | 1.1 | 7% | nt | nt
O=C(O)CCc1nc(-c2ccc(Cl)cc2)no1 | -3.7% | 1% | 0% | 0.5% | 2% | 9% | 0.9 | -4% | nt | nt
O=C1CSC(c2cn(-c3ccccc3)nc2-c2cc3ccccc3oc2=O)N1Cc1ccccc1 (stereo not given) | -3.1% | 0% | 15% | 0.7% | 11% | -20% | 1.2 | 15% | 17 | 768
Nn1c(SCc2cn3cc(Cl)ccc3n2)nnc1-c1ccncc1 | -2.9% | 2% | 8% | -0.3% | 4% | 25% | 1.1 | 4% | -4 | 719
O=C(c1ccc2c(c1)OCO2)N1CCCC1 | -8.3% | -2% | 3% | 1.6% | 0% | 1% | 1.1 | 7% | nt | nt
CCCCCCCCOC(=O)CCc1c(C)[nH]c(=S)[nH]c1=O | -5.8% | -4% | 8% | 0.3% | 4% | 6% | 0.9 | 14% | nt | nt
COc1cccc(/C=C/C(=C2/C(=O)N(c3ccccc3)N=C2C)c2ccc(Br)cc2)c1OC | -1.8% | -3% | -3% | 4.2% | 8% | 12% | 1 | 3% | 18 | 639
Cc1cccc(-n2nnc(C(=O)N3CCc4ccccc4C3)c2N)c1 | -1.4% | 1% | 5% | 0.0% | 1% | 7% | 1 | 0% | nt | nt
O=C(Oc1coc(CSc2nnc(NC(=O)c3cccs3)s2)cc1=O)c1ccccc1 | -2.7% | 24% | -5% | 0.9% | 8% | 21% | 1.1 | 4% | 9 | 674
CC1Cc2ccccc2N1C(=O)Cn1c(=O)oc2cc(S(=O)(=O)N3CCCCC3)ccc21 (stereo not given) | -57% | -1% | 10% | 0.4% | 9% | 2% | 1.1 | 20% | nt | nt
Cc1ccc(NC(=O)c2cc(-n3cnnc3)ccc2Cl)cc1 | -18% | -4% | 4% | 1.1% | 0% | 7% | 1.1 | 3% | 2 | 773
CCS(=O)(=O)N1CCC(C(=O)NCCN2CCN(Cc3ccccc3)CC2)CC1 | -2.6% | 4% | 3% | 3.3% | -1% | 12% | 1.1 | -2% | nt | nt
CC(CNC(=O)c1cc(Cl)ccc1[N+](=O)[O-])NC(=O)c1cc(Cl)ccc1[N+](=O)[O-] (stereo not given) | -4.5% | 1% | -2% | 1.2% | 3% | -12% | 1.1 | -1% | nt | nt
O=C(O)CSc1sc(=S)sc1SCC(=O)O | -2.9% | 2% | -6% | 0.2% | 4% | 37% | 1 | -7% | nt | nt
O=C(C1CCC(CNS(=O)(=O)c2cccc3cccnc23)CC1)N1CCc2ccccc21 (stereo not given) | -8.0% | -2% | 6% | i | 4% | 2% | 0.9 | 3% | nt | nt
CCOc1ccc(N2CC(C(=O)NCc3ccc(C)n3C)CC2=O)cc1 (stereo not given) | -4.4% | 18% | 10% | 0.1% | 6% | 2% | 1.1 | 7% | 8 | 682
Cc1ccc(C(C(=O)Nc2ccc(C(C)C)cc2)N(C)C(=O)c2ccc(=O)[nH]c2)cc1 (stereo not given) | -5.9% | 2% | 13% | -0.9% | 2% | 2% | 1 | 16% | 1 | 670
O=S(=O)(c1ccccc1)N1CCN(Cc2ccccc2C(F)(F)F)CC1 | 0.8% | 5% | 9% | 0.5% | -1% | 1% | 1 | 16% | -8 | 772
Cc1cc(C)n(-c2nc3c(c(=O)[nH]c(=O)n3C)n2CC(O)c2ccccc2)n1 (stereo not given) | 0.3% | 2% | 14% | 0.5% | 0% | -1% | 1.1 | 15% | -3 | 692
Cc1occc1-c1nnc(SCC(=O)Nc2ccccc2)n1CCc1ccccc1 | -4.8% | 2% | 10% | -0.4% | 0% | 13% | 1.1 | 16% | -14 | 633
Cc1onc(-c2ccccc2)c1CNC(=O)CN1C(=O)c2ccccc2C1=O | nt | 11% | nt | -0.6% | 6% | 2% | nt | nt | 9 | 700
Cc1nc(NCc2ccccc2)c2cc[nH]c2n1 | nt | 4% | nt | 0.0% | 8% | 6% | nt | nt | 8 | 696
CCn1c(SCC(=O)NC2CCCCC2)nnc1-c1cccs1 | -4.5% | -2% | 7% | 4.7% | 2% | 2% | 1.1 | 14% | -4 | 784
Cc1ccc2cc(/C=C/C(=O)c3ccco3)c(Cl)nc2c1 | nt | 0% | nt | nt | 12% | 2% | nt | nt | -30 | 745

An excerpt from above in order of molar mass, highest first:
SMILES | XIAP antagonists | SIAH1 antagonists | PMI inhibition | UTI89 phage lysis | M1AAP inhibition | M17LAP inhibition | TNAP activators | PMI inhibitors | Lipid droplet | Lipid droplet cells 6.5 µM
O=C1CSC(c2cn(-c3ccccc3)nc2-c2cc3ccccc3oc2=O)N1Cc1ccccc1 (stereo not given) | -3.1% | 0% | 15% | 0.7% | 11% | -20% | 1.2 | 15% | 17 | 768
CC(CNC(=O)c1cc(Cl)ccc1[N+](=O)[O-])NC(=O)c1cc(Cl)ccc1[N+](=O)[O-] (stereo not given) | -4.5% | 1% | -2% | 1.2% | 3% | -12% | 1.1 | -1% | nt | nt
CS(=O)(=O)c1ccc(Cl)c(NC(=O)C2CC(=O)N(Cc3ccccc3)C2)c1 (stereo not given) | -5.8% | 3% | 12% | 1.2% | 5% | -6% | 1 | 13% | -1 | 808
Cc1cccc(-n2nnc(C(=O)N3CCc4ccccc4C3)c2N)c1 | -1.4% | 1% | 5% | 0.0% | 1% | 7% | 1 | 0% | nt | nt
